Source: PubChem BioAssay
Gal4-VP16 FLuc – counter-screen for ROR gamma inhibitors: Gal4-VP16 reporter | Potency, µM (doses to about 53.6 µM), for inactives: at the highest dose activity, negative = inhibition, most hits filed as inhibitors | 3.5% of 310,000 active | Drosophila S2 Gal4-VP16 UAS-luciferase, luminescence, 20 h;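 also: Gal4-VP16 expression switched on by copper sulfate through the metallothionein promoter; potency is read from the fitted curve at half-maximal effect; % is scaled to controls: 0 for no effect and ±100 for the full control effect; nearly all actives have a fitted effect of over 50% in size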
ELG1 genotoxic – genotoxicity induction in ELG1-luciferase HEK293T cells; HEK293T ELG1-luciferase reporter, luminescence, 16 h; Potency, µM (top dose mostly 46 µM), for inactives: at the highest dose activity change, positive = activation, most hits filed as activators; 1.3% of 330,000 active; AID 504466; also: potency is read from the fitted curve at half-maximal effect; % of control where 0% means no effect; nearly all actives have a fitted effect of over 60% in size
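HEK293T cells expressing luciferase-tagged ELG1 were treated with compound or DMSO for 16 hr at 37°C. Luciferase activity was then read after 30 min with ONE-Glo at room temperature; rising signal flags genetic stress.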
p53 reactivator – re-activators of mutant p53 | 0.063% of 320,000 active | Potency, µM (titrated, usually from 92.2 µM), without a hit: at the top dose activity change, positive = activation, hits mostly activators | AID 504706 | H1299 p53-A138V BP100-luciferase reporter, luminescence, 24 h; also: potency is read from the fitted curve at half-maximal effect; % of control where 0% means no effect; nearly all actives have a fitted effect of over 45% in size
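p53-null H1299 cells stably carrying temperature-sensitive p53-A138V and a BP100-luciferase reporter were pinned with compounds (4-point, 1:5 series) and held 24 hrs at 37 deg C. Luminescence was read 10 min after detection reagent.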
RORgamma inh – ROR gamma (mouse) transcription inhibition; Potency, µM (doses to about 53.6 µM), for the others: top-dose activity change, negative = inhibition, most hits filed as inhibitors; Drosophila S2 Gal4-RORgamma UAS-luciferase reporter, 20 h; 5.4% of 310,000 active; AID 2551; also: potency is read from the fitted curve at half-maximal effect; % is scaled to controls: 0 for no effect and ±100 for the full control effect; nearly all actives have a fitted effect of over 60% in size
Target sequence (P51450 whole entry, looked up, the tested form may be a part): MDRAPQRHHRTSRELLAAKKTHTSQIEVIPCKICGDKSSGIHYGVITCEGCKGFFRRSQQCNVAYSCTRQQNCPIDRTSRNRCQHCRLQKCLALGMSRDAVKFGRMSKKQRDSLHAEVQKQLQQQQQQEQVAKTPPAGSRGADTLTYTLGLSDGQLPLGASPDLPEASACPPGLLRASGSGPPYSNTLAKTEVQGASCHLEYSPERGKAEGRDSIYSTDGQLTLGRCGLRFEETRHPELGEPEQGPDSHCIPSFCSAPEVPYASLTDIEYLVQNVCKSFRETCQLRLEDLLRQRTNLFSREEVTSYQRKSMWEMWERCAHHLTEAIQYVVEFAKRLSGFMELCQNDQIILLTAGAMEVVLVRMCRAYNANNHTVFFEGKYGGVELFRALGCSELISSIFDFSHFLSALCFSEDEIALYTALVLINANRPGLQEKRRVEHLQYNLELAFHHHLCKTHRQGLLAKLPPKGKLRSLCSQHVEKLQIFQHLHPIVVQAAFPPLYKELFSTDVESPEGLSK
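In this cell-based reporter format, copper sulfate (700 uM final) drives Gal4–ROR gamma fusion expression from a metallothionein promoter in Drosophila Schneider cells; compounds preincubated 1 hr, reporter read after 20 hr at ambient temperature.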
Tb PFK block – inhibitors of T. brucei phosphofructokinase. T. brucei PFK, ADP-Glo luminescence. AID 485367. Potency, µM (doses to about 57.5 µM), inactives show at the highest dose activity, negative = inhibition, actives largely listed as inhibitors. 0.17% of 330,000 active;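 also: potency is read from the fitted curve at half-maximal effect; 0% = uninhibited 1x PFK enzyme wells and -100% = no-enzyme wells; nearly all actives have a fitted effect of over 60% in size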
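In TEA buffer at pH 8.0 with 5 mM MgCl2, enzyme (1.25 nM) converted F6P (0.5 mM) and ATP (0.1 mM) for 45 min at room temperature. ADP product was read by luciferase luminescence.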
BRCA1 expr up – BRCA1 expression activation. MCF7-BRCA1-FFLuc reporter, luminescence, 48 h; response scale: scaled: vehicle 0%, 10 µM genistein 100%. Potency, µM (top dose mostly 46.1 µM), for the others: top-dose activation, most hits filed as activators. 1.1% of 380,000 active; also: potency is read from the fitted curve at half-maximal effect; nearly all actives have a fitted effect of over 80% in size; some results filed as inactive show a strong effect at the top dose
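First, MCF7-BRCA1-FFLuc cells (2000/well) attach for 2 h; next, compounds are pin-added and incubated 48 h at 37 °C; finally, luciferase reagent is added and luminescence read after 15 min.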
TRPV1 agonist – activates the human vanilloid receptor TRPV1; Q8NER1; 0.19% of 320,000 active; TRPV1-expressing cells, Fluo-8 calcium influx, agonist mode; activation, % at 8.33 µM; in the data active = activation above about 80%; inconclusive = between about 30% and that limit; also: 0% is about no effect
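TRPV1-expressing cells were cultured overnight at 35.5C and loaded with Fluo-8 calcium dye for 40 to 90 min at room temperature. After a 10 s baseline, compound was added and calcium influx was read kinetically for 3 min (ex 480/em 520 nm).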
Rab9 prom act – activators of Rab9 promoter | Huh7 Rab9 promoter-luciferase reporter, luminescence, 24 h | Potency, µM (series often up to 9.22 µM), inactives show at the highest dose activation, negative = inhibition, actives largely listed as activators | 2.8% of 320,000 active; also: potency is read from the fitted curve at half-maximal effect; % of control where 0% means no effect; nearly all actives have a fitted effect of over 60% in size
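Huh7 cells stably carrying Rab9 promoter–luciferase reporter, plated 1500 cells/well, compound added after 2 h and incubated 24 h at 37 °C; luciferase luminescence then read after 10 min with detection reagent.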
FLuc modulator – inhibits or activates purified firefly luciferase, miR-21 counter-screen | 6.9% of 360,000 active | P08659 | purified FLuc, Km substrates, luminescence inhibition | Potency, µM (top dose mostly 57.5 µM), for the others: top-dose activity change, negative = inhibition, usual class: inhibitors;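 also: potency is read from the fitted curve at half-maximal effect; plate controls were vehicle for no effect and reference inhibitor for full effect; nearly all actives have a fitted effect of over 55% in size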
Target sequence (P08659 whole entry, looked up): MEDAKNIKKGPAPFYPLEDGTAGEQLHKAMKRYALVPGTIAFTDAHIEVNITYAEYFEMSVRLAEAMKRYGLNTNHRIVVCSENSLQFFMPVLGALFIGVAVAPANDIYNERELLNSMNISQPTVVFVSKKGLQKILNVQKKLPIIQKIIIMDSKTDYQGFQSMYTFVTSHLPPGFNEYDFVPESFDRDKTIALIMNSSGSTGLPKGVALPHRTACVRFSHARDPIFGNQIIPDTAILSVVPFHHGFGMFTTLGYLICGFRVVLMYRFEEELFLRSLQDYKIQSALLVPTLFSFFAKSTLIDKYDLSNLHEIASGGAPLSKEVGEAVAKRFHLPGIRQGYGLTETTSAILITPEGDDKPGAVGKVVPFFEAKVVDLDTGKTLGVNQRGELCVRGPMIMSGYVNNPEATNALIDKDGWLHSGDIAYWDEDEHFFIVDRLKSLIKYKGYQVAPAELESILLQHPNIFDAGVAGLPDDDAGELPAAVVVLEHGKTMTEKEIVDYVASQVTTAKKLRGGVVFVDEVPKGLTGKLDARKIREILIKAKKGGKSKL
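Purified P. pyralis luciferase, 10 nM final, with Km-level 10 uM D-luciferin and 10 uM ATP in 50 mM Tris acetate pH 7.5, 10 mM Mg acetate, 0.01% Tween-20, 0.05% BSA; 6-point qHTS titration about 60 µM downward; luminescence read.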
ELG1 repair inh – ELG1-dependent DNA repair inhibition. 2.3% of 330,000 active. HEK293T ELG1-luciferase reporter, luminescence, 16 h; DNA damage induced by 5-fluorouridine. Potency, µM (highest dose often 46.1 µM), inactives show top-dose activity change, negative = inhibition, usual class: inhibitors; also: potency is read from the fitted curve at half-maximal effect; % is scaled to controls: 0 for no effect and ±100 for the full control effect; nearly all actives have a fitted effect of over 55% in size
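HEK293T cells expressing luciferase-tagged ELG1 (2,000/well) received 5-Fluorouridine plus compound or DMSO for 16 hr at 37 °C. Luciferase was read by ONE-Glo luminescence after 30 min at room temperature.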
NPC1 prom act – NPC1 promoter activation; Huh7 NPC1 promoter luciferase reporter, 24 h; 2.4% of 320,000 active; AID 485313; Potency, µM (titrated, usually from 9.22 µM), for the others: at the top dose activation, most hits filed as activators;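 also: potency is read from the fitted curve at half-maximal effect; % of control where 0% means no effect; nearly all actives have a fitted effect of over 60% in size; reporter is driven by a mutant NPC1 promoter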
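Luminescence read-out of NPC1 promoter-driven luciferase in stably transfected Huh7 cells; compounds delivered in DMSO and left 24 h at 37C, 5% CO2, qHTS titration format.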
* marks the source's active call; other numbers are inactive results; ? = inconclusive; . = not tested or not shown; [ ] = another dose, or the depositor's remark. Unless noted, calls follow the shape of the dose curve; as a rule, active = well fitted curve in the direction sought with a large enough effect; inconclusive = small, poorly fitted or top-dose-only effect, or another doubt; inactive = no such curve, though single readings can be large; an effect the other way counts as inactive or inconclusive.

1	CCC(C)[C@H](NC(=O)[C@@H]1CSC2c3ccccc3C(=O)N21)C(=O)NCc1ccncc1 (stereo not given in full)
2	CCOc1ccc(N2C(=O)/C(=C/c3ccccc3)N=C2SC)cc1
3	CC(=O)Nc1c(C)nn(-c2ccc(C)c(C)c2)c1C
4	O=C(Cn1nnc(-c2cccs2)n1)N1CCOCC1
5	COCc1c(C(=O)OCC(=O)N2c3ccccc3CC2C)oc2ccccc12 (stereo not given)
6	Cc1cc(C(=O)OCC(=O)N2c3ccccc3NC(=O)C2(C)C)c(C)n1-c1ccccc1
7	C=CCNc1sc(C(=O)c2cccs2)c(N)c1C#N
8	CN(CC(=O)Nc1cccc(F)c1)C(=O)CCCn1c(=O)oc2ccccc21

entry no.	1	2	3	4	5	6	7	8
Gal4-VP16 FLuc	-1%	-6%	15%	-1%	7%	-7%	-16%	.
ELG1 genotoxic	3%	?	2%	13%	1%	-3%	0%	-1%
p53 reactivator	1%	3%	4%	-1%	5%	13%	8%	-2%
RORgamma inh	-11%	-11%	-5%	16%	-8%[10 µM]	25%	-26%	.
Tb PFK block	0%	4%	5%	-5%	-4%	-2%	5%	9%
BRCA1 expr up	-11%	25%	10%	24%	8%	-69%	1%	11%
TRPV1 agonist	0	4	20	-1	2	-4	10	11
Rab9 prom act	8%	?	2%	4%	-2%	-2%	1%	1%
FLuc modulator	1%	-9%	-5%	0%	-1%	-13%	5%	-1%
ELG1 repair inh	-4%	?	15%	22%	-1%	29µM*	13%	11%
NPC1 prom act	3%	3.5µM*	-2%	-3%	-30%	-2%	-2%	5%

9	O=C(OCc1nnc(-c2ccccc2)o1)C1CCN(C(=O)c2ccc(Cl)cc2)CC1
10	COc1ccc(N2CCC(CNC(=O)Nc3ccc(C)c(C)c3)C2)cc1 (stereo not given)
11	O=C(c1ccco1)c1coc2c1cc(O)c1ccccc12
12	O=C(CN1CCN(C(=O)c2ccco2)CC1)Nc1ccccc1-c1ccccc1
13	O=C(CN1C(=O)/C(=C\c2ccc(C(F)(F)F)cc2)Sc2ccccc21)NCc1ccco1
14	CCN1CCN(C(=O)c2cc3c(=O)n4ccccc4nc3s2)CC1
15	CCOC(=O)C1(Cc2ccccc2C)CCCN(C(=O)CCC(=O)OC)C1 (stereo not given)
16	O=[N+]([O-])c1cc(Cl)cc(/C=N/n2cnnc2)c1O

entry no.	9	10	11	12	13	14	15	16
Gal4-VP16 FLuc	.	-1%	0%	-3%	-5%	8%	16%	-7%
ELG1 genotoxic	1%	-1%	?	-5%	1%	4%	-4%	1%
p53 reactivator	10%	4%	5%	-5%	-9%	8%	.	-1%
RORgamma inh	.	20%	-14%	13%	?	0%	0%	-16%
Tb PFK block	0%	3%	1%	-7%	-3%	-4%	-2%	3%
BRCA1 expr up	2%	-9%	29%	-20%	2%	-5%	-2%	-28%
TRPV1 agonist	9	25	3	-3	14	-2	5	0
Rab9 prom act	-3%	-9%	?	-4%	-1%	0%	-1%	-4%
FLuc modulator	6%	?	?	-1%	8%	1%	3%	-12%
ELG1 repair inh	0%	0%	?	-15%	10%	14%	3%	3%
NPC1 prom act	-3%	-3%	29%	0%	-3%	0%	-1%	-3%

A few values from the results shown:
`O=[N+]([O-])c1cc(Cl)cc(/C=N/n2cnnc2)c1O` in RORgamma inh: -16%
`COc1ccc(N2CCC(CNC(=O)Nc3ccc(C)c(C)c3)C2)cc1` (stereo not given) in ELG1 genotoxic: -1%

Carrying on.
17	Cc1nc2ccc(N3C(=O)CCC3=O)cc2[nH]1
18	CCOC(=O)Cn1cnc2c(nnn2-c2cccc(OC)c2)c1=O
19	Cc1cccc(N(CC(=O)NCc2ccc(F)cc2)C(=O)c2csnn2)c1C
20	CC(C)C(OC(=O)c1oc2ccccc2c1CSC1CCCCC1)C(=O)NC(N)=O (stereo not given)
21	COc1ccc(-c2c(-c3cc(OC)cc(OC)c3)n(C)c3ccc(-c4cnc(OC)nc4)cc23)cc1
22	O=C(/C=C/c1ccco1)NCC(=O)N/N=C/c1ccc([N+](=O)[O-])cc1
23	O=C(NC1CC2CCC1C2)C1COc2ccccc2O1 (stereo not given)
24	COC(=O)CCc1c(COC(C)=O)[nH]c(C(=O)OCc2ccccc2)c1C

entry no.	17	18	19	20	21	22	23	24
Gal4-VP16 FLuc	.	13%	-21%	1%[10 µM]	.	?	.	-15%
ELG1 genotoxic	-5%	-1%	-2%	0%	0%	-1%	11%	2%
p53 reactivator	8%	4%	-1%	-2%	0%	-1%	3%	-2%
RORgamma inh	7%[0.365 µM]	5%	5%	-28%	.	-2%	5%[0.365 µM]	0%
Tb PFK block	-8%	0%	-2%	4%	1%	-2%	-13%	-6%
BRCA1 expr up	-36%	-7%	1%	.	4%	-19%	40%	0%
TRPV1 agonist	-2	0	3	-1	.	-1	?	14
Rab9 prom act	7%	9%	-8%	-11%	.	13%	-1%	-1%[1.84 µM]
FLuc modulator	1%	-14%	-1%	-2%	.	-4%	1%	-1%
ELG1 repair inh	1%	19%	-12%	-2%	?	10%	24%	-5%
NPC1 prom act	1%	3%	0%	-9%	.	1%	11%	-1%

25	O=C(CN1C(=O)c2ccccc2S1(=O)=O)c1ccc2c(c1)OCCO2
26	COc1ccc(S(=O)(=O)CCC(=O)Nc2c(C)n(C)n(-c3ccccc3)c2=O)cc1
27	Cc1ccc(-n2nc3c(c2NC(=O)c2c(-c4ccccc4Cl)noc2C)CS(=O)(=O)C3)c(C)c1
28	COc1ccc(NC(=O)c2cccc(N3C(=O)C4C5C=CC(C6CC56)C4C3=O)c2)c(OC)c1 (stereo not given)
29	Cc1cccc([N+](=O)[O-])c1NC(=O)COC(=O)C1CCCO1 (stereo not given)
30	COC(=O)c1ccc(SC)cn1
31	O=C(CN(Cc1ccco1)C(=O)CNS(=O)(=O)c1ccc(Cl)cc1)NCC1CCCO1 (stereo not given)
32	CCC(=O)N1N=C(c2ccc(NS(=O)(=O)c3ccccc3)cc2)CC1c1ccco1 (stereo not given)

entry no.	25	26	27	28	29	30	31	32
Gal4-VP16 FLuc	0.56µM*	-7%	1%[0.365 µM]	0%	.	-8%	3%	.
ELG1 genotoxic	-12%	0%	-2%	-12%	-2%	0%	4%	-4%
p53 reactivator	-16%	2%	7%	-10%	?	5%	1%	0%
RORgamma inh	0.025µM*	-28%	18%	30%	.	3%	10%	.
Tb PFK block	0%	0%	-9%	1%	0%	-3%	0%	2%
BRCA1 expr up	-87%	-1%	-17%	6%	13%	9%	-8%	-46%
TRPV1 agonist	4	-4	8	2	3	2	1	.
Rab9 prom act	-47%[inhibitor]	2%	-5%	-5%	2%	-3%	0%	.
FLuc modulator	5.4µM*	1%	6%	?	.	3%	0%	.
ELG1 repair inh	?	2%	-5%	?	6%	1%	-1%	?
NPC1 prom act	-37%[inhibitor]	7%	0%	-3%	-2%	3%	0%	.

Profiles, looked up by structure:
`COc1ccc(S(=O)(=O)CCC(=O)Nc2c(C)n(C)n(-c3ccccc3)c2=O)cc1` across the screens: Gal4-VP16 FLuc: -7%; ELG1 genotoxic: 0%; p53 reactivator: 2%; RORgamma inh: -28%; Tb PFK block: 0%; BRCA1 expr up: -1%; TRPV1 agonist: -4; Rab9 prom act: 2%; FLuc modulator: 1%; ELG1 repair inh: 2%; NPC1 prom act: 7%
`Cc1cccc([N+](=O)[O-])c1NC(=O)COC(=O)C1CCCO1` (stereo not given) across the screens: Gal4-VP16 FLuc: .; ELG1 genotoxic: -2%; p53 reactivator: ?; RORgamma inh: .; Tb PFK block: 0%; BRCA1 expr up: 13%; TRPV1 agonist: 3; Rab9 prom act: 2%; FLuc modulator: .; ELG1 repair inh: 6%; NPC1 prom act: -2%

Carrying on:
33	O=C(CN1CCC(C(=O)c2ccc(Cl)cc2)CC1)Nc1ccc2c(c1)OCCO2
34	Cc1ccnc(Nc2nc(-c3ccc(Cl)cc3)cs2)c1
35	O=C(CN(Cc1ccco1)S(=O)(=O)c1ccccc1)N/N=C/c1cccc(O)c1
36	CCc1ccc(NC(=O)c2ccc(OC)c([N+](=O)[O-])c2)cc1
37	CC(=O)Nc1ccc(N2CC(C)(C)C2=O)cc1

entry no.	33	34	35	36	37
Gal4-VP16 FLuc	4%	?	0%	-13%	-7%
ELG1 genotoxic	1%	?	-1%	4%	0%
p53 reactivator	2%	10%	1%	27%	1%
RORgamma inh	-23%[10 µM]	-32%	43%	37%	11%
Tb PFK block	0%	-3%	0%	1%	1%
BRCA1 expr up	3%	?	-6%	47%	18%
TRPV1 agonist	5	11	0	-7	0
Rab9 prom act	-4%	2.8µM*	5%	19%	-1%
FLuc modulator	-6%	2.7µM*	2%	?	-15%
ELG1 repair inh	?	?	-15%	-2%	12%
NPC1 prom act	6%	2.8µM*	-1%	4%	0%
